Screening data (PubChem)
KDM4C inh: inhibitors of GASC-1 (KDM4C) histone demethylase, primary screen, biochemical, single concentration HTS. inhibition, % at 12.5 µM. GST-KDM4C 2-372, H3K9me3 peptide, LANCE TR-FRET. 0.15% of 96,000 active;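 active = mean replicate inhibition above about 25%, with at least 55% of replicates also reaching it, limit read from the data, passing the limit was not always enough; inconclusive = only one of those two conditions met; inactive = neither condition met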
Target sequence (Q9H3R0 2-372 limits assumed): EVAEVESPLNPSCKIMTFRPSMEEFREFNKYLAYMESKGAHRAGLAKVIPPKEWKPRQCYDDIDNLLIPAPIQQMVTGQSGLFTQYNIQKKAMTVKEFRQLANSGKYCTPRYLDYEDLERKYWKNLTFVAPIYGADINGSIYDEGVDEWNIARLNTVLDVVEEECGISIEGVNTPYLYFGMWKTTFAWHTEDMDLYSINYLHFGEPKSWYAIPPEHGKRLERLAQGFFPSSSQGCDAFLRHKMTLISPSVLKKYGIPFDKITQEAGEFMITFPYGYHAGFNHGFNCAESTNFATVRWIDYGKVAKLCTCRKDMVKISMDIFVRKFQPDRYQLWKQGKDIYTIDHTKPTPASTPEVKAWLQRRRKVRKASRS
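Assay system: GST-GASC-1 enzyme fragment 2-372 | Amount: 10 nM enzyme | Medium: HEPES buffer, pH 7.5, plus ascorbate | Reagent: H3K9me3 peptide substrate, Fe(II), 2-oxoglutarate | Doses: Single-point compound screen | Incubation: 30 min demethylation and 1 h detection at room temperature | Measured by: LANCE TR-FRET, excitation 340 nm, emissions 618 and 671 nm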
Tcruzi prolif: T. cruzi intracellular proliferation inhibitors, primary screen, cell-based, beta-gal Tulahuen parasites, NIH3T3 host, luminescence | T. cruzi beta-gal in NIH3T3, GalScreen luminescence, 90 h | 5.9% of 77,000 active | inhibition, % at 8.34 µM | AID 624255, 2012;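 active = mean inhibition above about 93%, with at least 55% of replicates each passing it, limit read from the data, passing the limit was not always enough; inconclusive = only one of those two conditions holds; inactive = neither condition holds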
Pf Dd2 inh: P. falciparum Dd2 growth inhibitors, primary screen, SYBR Green fluorescence, single dose replicates; 72 h; hits give low values; activity change, % at 10 µM; 2.3% of 94,000 active; AID 1159554, 2015; in the data active = activity change below about -80%; inconclusive = no clear call, values can overlap the other calls
C diff HTS: C. difficile growth inhibitors, primary screen, HTS; AID 1259249, 2017; growth activity, negative = inhibition, % at 16 µg/mL (by protocol); 0.25% of 86,000 active; Clostridium difficile clinical isolate growth, OD600, 24 h; hits give low values;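 active = mean growth activity at or below -80% and every replicate also at or below -80%; inconclusive = mean at or below -80% but some replicate above -80%; inactive = mean growth activity above -80%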;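 note: 0% = DMSO wells and -100% = levofloxacin 16 µg/mL wells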
Starred values were filed as active, the others as inactive; ? = inconclusive; / = not tested or not shown; & = joins results of further samples. Random draw from the library. Share with any hit: about 7.3%.

canonical_smiles	KDM4C inh	Tcruzi prolif	Pf Dd2 inh	C diff HTS
C[C@@H]1CN([C@H](C)CO)C(=O)c2c(c3ccccc3n2C)-c2ccccc2CO[C@H]1CN(C)Cc1ccc(Oc2ccccc2)cc1	/	/	-86.9*	20.6
O=C(Cc1ccccc1)N[C@@H]1C=C[C@H](CC(=O)N2CCOCC2)O[C@@H]1CO	-1.2	6.0	-1.2	/
C[C@@H]1CN([C@@H](C)CO)C(=O)c2cc(C3=CCCCC3)cnc2O[C@H]1CN(C)C(=O)Nc1ccccc1	1.1	-2.2	/	-10.5
O=C(c1ccc(F)cc1)N1CC(=O)N2[C@@H](CO)[C@@H](c3ccc(-c4ccccc4)cc3)[C@@H]2C1	0.3	/	-13.1	0.9
COCC#Cc1cnc2c(c1)C(=O)N([C@@H](C)CO)C[C@H](C)[C@H](CN(C)C(=O)Nc1c(C)noc1C)O2	0.3	-20.8	30.2	2.3
COc1ccc(S(=O)(=O)N(C)C[C@@H]2OCCCC[C@H](C)Oc3ccc(NC(=O)Nc4ccccc4)cc3C(=O)N([C@H](C)CO)C[C@H]2C)cc1	-1.0	60.1	?	-1.3
C[C@@H]1CCCCO[C@@H](CN(C)CC2CC2)[C@@H](C)CN([C@@H](C)CO)C(=O)c2cc(NS(=O)(=O)c3cccs3)ccc2O1	-0.9	-6.4	-38.6	1.8
Cc1noc(C)c1S(=O)(=O)Nc1cccc2c1O[C@@H](CN(C)S(=O)(=O)c1cn(C)cn1)[C@@H](C)CN([C@H](C)CO)C2=O	-1.5	-27.8	2.7	0.6
COCC(=O)N[C@H]1C=C[C@H](CC(=O)NCc2ccc(Cl)cc2)O[C@@H]1CO	0.4	-67.3	-3.3	/
C[C@H](CO)N1C[C@H](C)[C@@H](CN(C)CC2CCCCC2)OCCCC[C@H](C)Oc2ccc(NC(=O)CCCCCC(=O)Nc3ccccc3N)cc2C1=O	1.1	76.8	-70.8	-1.9
Cc1noc(C)c1S(=O)(=O)Nc1ccc2c(c1)C(=O)N([C@@H](C)CO)C[C@H](C)[C@@H](CN(C)Cc1ccc(C(F)(F)F)cc1)OCCCC[C@H](C)O2	-0.7	102.8*	-8.4	/
O=C(C[C@H]1C=C[C@H](NC(=O)c2ccccn2)[C@H](CO)O1)NCc1cccc(F)c1	-1.5	-37.2	8.9	0.0
CO[C@H]1CN(C)C(=O)c2cc(NC(=O)Nc3ccc(Cl)cc3)ccc2OC[C@H](C)NC[C@H]1C	2.4	-27.6	-9.2	-1.3
C[C@H]1CCCCO[C@@H](CN(C)S(=O)(=O)c2cccs2)[C@@H](C)CN([C@@H](C)CO)C(=O)c2cc(NS(=O)(=O)c3ccc(Cl)cc3)ccc2O1	-1.1	?	-56.5	-5.4
CC(=O)Nc1ccc2c(c1)C(=O)N(C)[C@H]1CC[C@H](CC(=O)N3CCc4ccccc4C3)O[C@H]1CO2	1.7	14.0	-7.1	-7.0
CC(C)NC(=O)Nc1ccc2c(c1)C(=O)N([C@H](C)CO)C[C@H](C)[C@@H](CN(C)S(=O)(=O)c1ccc(Cl)cc1)OCCCC[C@@H](C)O2	-1.0	33.4	-38.5	0.9
Cc1ccc(-c2ccc3c(c2)O[C@H](CN(C)Cc2ccccn2)[C@H](C)CN([C@@H](C)CO)S3(=O)=O)cc1	-0.1	81.0	-50.1	1.1
O=C(NCC[C@H]1CC[C@H](NC(=O)C2CCCCC2)[C@@H](CO)O1)c1cnccn1	0.0	/	31.5	0.5
COCC(=O)Nc1ccc2c(c1)[C@@H]1C[C@@H](CC(=O)NCc3ccc(Cl)cc3)O[C@H](CO)[C@@H]1O2	1.2	9.7	17.9	-4.2
C/C=C/c1ccc([C@H]2[C@@H](CO)N(c3ncc(CC)s3)[C@H]2C#N)cc1	-4.2	97.8*	47.5	2.0
COCC#Cc1cnc2c(c1)C(=O)N([C@@H](C)CO)C[C@H](C)[C@H](CN(C)C(=O)c1ccc(F)cc1)O2	0.4	9.1	7.4	-3.4
CCCNC(=O)N(C)C[C@H]1Oc2cc(C3=CCCC3)ccc2S(=O)(=O)N([C@H](C)CO)C[C@@H]1C	-1.3	/	9.5	2.1
Cc1ccccc1-c1ccccc1[C@H]1[C@@H](C#N)N(C(=O)c2ccccc2)[C@@H]1CO	/	/	-92.9*	4.0
COc1cccc(-c2cnc3c(c2)C(=O)N([C@@H](C)CO)C[C@@H](C)[C@@H](CN(C)Cc2cccnc2)O3)c1	0.4	-10.4	44.5	0.7
C[C@@H]1CN([C@@H](C)CO)C(=O)c2cccc(NC(=O)c3nc4ccccc4s3)c2O[C@H]1CN(C)S(=O)(=O)c1cccs1	-0.7	82.6	-39.6	1.6
C[C@H](CO)N1C[C@H](C)[C@H](CN(C)C(=O)c2ccccn2)Oc2cc(C#Cc3ccccc3)ccc2S1(=O)=O	/	-35.9	-76.0	0.2
COc1ccc(S(=O)(=O)Nc2cccc3c2O[C@H](CN(C)C(=O)Nc2cccc4ccccc24)[C@H](C)CN([C@@H](C)CO)C3=O)cc1	-1.0	10.4	-62.1	-14.0
CCC(=O)Nc1ccc2c(c1)OC[C@H](C)N(Cc1cccc(F)c1)C[C@@H](C)[C@H](OC)CN(C)C2=O	-1.4	22.5	-26.9	/
O=C(C[C@@H]1CC[C@@H]2[C@H](COC[C@H](O)CN2S(=O)(=O)c2cccc(Cl)c2)O1)Nc1ccc(-c2ccccc2)cc1	-0.2	110.3*	-35.0	15.1
O=C(c1ccccc1F)N1C[C@H]2[C@@H](c3ccccc31)[C@H](CO)N2C(=O)C1CCCC1	1.9	51.5	17.6	11.4
C[C@@H]1CN([C@H](C)CO)C(=O)c2cc(N(C)C)ccc2O[C@@H](C)CCCCO[C@@H]1CN(C)Cc1ccccc1	0.2	66.0	-52.8	5.4
O=C(NC1CCC1)[C@@H]1[C@@H](CO)[C@@H]2Cn3c(ccc(/C=C/c4ccccc4)c3=O)[C@@H]2N1Cc1ccncc1	2.2	46.7	-2.6	10.1
C[C@H](CO)N1C[C@H](C)[C@H](CN(C)C(=O)C2CCC2)Oc2cc(C#Cc3ccncc3)ccc2S1(=O)=O	-2.6	-36.6	-44.2	3.8
COc1ccc2c3c(n(C)c2c1)[C@@H](CO)N(C(=O)c1ccncc1)CC31CN(C)C1	0.5	/	36.5	2.4
C[C@@H]1CN([C@H](C)CO)C(=O)c2cccc(NS(=O)(=O)c3ccc(F)cc3)c2O[C@H]1CN(C)S(=O)(=O)c1cccs1	-4.7	38.6	-10.8	12.1
C[C@@H]1CN([C@@H](C)CO)C(=O)c2cc(NS(=O)(=O)c3ccc(F)cc3)ccc2O[C@@H](C)CCCCO[C@@H]1CN(C)S(=O)(=O)c1cccs1	6.6	97.4*	/	-1.6
COc1ccc(NC(=O)N(C)C[C@@H]2OCc3ccccc3-c3c(n(C)c4ccccc34)C(=O)N([C@@H](C)CO)C[C@H]2C)cc1	1.7	26.9	-61.4	/
COc1ccc(-c2ccc([C@@H]3[C@@H](CO)N4C(=O)CN(C(=O)NC(C)C)C[C@H]34)cc2)cc1	-1.2	/	-28.6	-4.1
O=C(C1CCCC1)N1CCCCN2[C@H](CO)[C@H](c3ccc(-c4cccc(F)c4)cc3)[C@@H]2C1	/	111.8*	9.6	-5.7
C[C@@H]1CN([C@@H](C)CO)C(=O)c2cc(NC(=O)Nc3ccc(F)cc3)ccc2O[C@@H](C)CCCCO[C@@H]1CN(C)Cc1ccc(C(F)(F)F)cc1	0.0	101.4*	-76.4	/
CCC(=O)N1CCCCN2[C@H](C1)[C@H](c1ccc(C#Cc3cccnc3)cc1)[C@@H]2CO	0.8	34.0	9.9	0.5
C[C@H]1CN([C@@H](C)CO)C(=O)c2cc(NC(=O)C3CC3)ccc2O[C@H]1CN(C)S(C)(=O)=O	0.5	13.0	44.9	-3.4
Cc1noc(C)c1S(=O)(=O)N(C)C[C@H]1Oc2ccc(NS(=O)(=O)c3ccc(F)cc3)cc2CC(=O)N([C@H](C)CO)C[C@H]1C	1.7	45.6	-5.8	-7.0
C[C@@H]1CN([C@@H](C)CO)C(=O)CCCn2nncc2CO[C@@H]1CN(C)C(=O)Nc1ccc(C(F)(F)F)cc1	-0.2	5.9	-0.6	/
O=C(Cc1ccncc1)N1CC(=O)N2[C@@H](CO)[C@H](c3ccc(C4=CCCC4)cc3)[C@@H]2C1	1.0	/	23.9	-1.8
O=C(O)C[C@H]1C[C@H]2c3cc(NC(=O)Cc4ccncc4)ccc3O[C@H]2[C@H](CO)O1	3.1	/	1.8	6.7
CCS(=O)(=O)Nc1ccc2c(c1)C(=O)N(C)C[C@H](OC)[C@@H](C)CN(Cc1nccs1)[C@@H](C)CO2	-1.0	-13.5	29.1	-3.5
CN(C)c1ccc2c(c1)[C@H]1C[C@H](CC(=O)NCCc3ccccc3)O[C@@H](CO)[C@H]1O2	7.1	-0.1	-18.6	0.0
COc1ccc(C#Cc2cnc3c(c2)C(=O)N([C@@H](C)CO)C[C@H](C)[C@@H](CN(C)C(=O)CC2CC2)O3)cc1	-1.1	96.8*	-66.8	-2.1
COc1ccc(S(=O)(=O)Nc2ccc3c(c2)CC(=O)N([C@@H](C)CO)C[C@@H](C)[C@H](CN(C)Cc2ccc(Cl)c(Cl)c2)O3)cc1	-0.9	94.3	1.3	47.4
COCC#Cc1cnc2c(c1)C(=O)N([C@H](C)CO)C[C@@H](C)[C@@H](CN(C)C(=O)c1cccnc1)O2	-1.0	22.4	33.4	0.1
C[C@@H]1CCCCO[C@@H](CN(C)S(=O)(=O)c2cccs2)[C@H](C)CN([C@H](C)CO)C(=O)c2cc(NC(=O)Nc3ccc(F)cc3)ccc2O1	-4.2	?	-77.7	0.4
CC(C)NC(=O)N(C)C[C@@H]1Oc2c(NS(=O)(=O)c3cn(C)cn3)cccc2C(=O)N([C@H](C)CO)C[C@@H]1C	-0.1	54.3	17.0	-4.1
COCCNC(=O)C[C@H]1CC[C@@H]2[C@H](COC[C@@H](O)CN2C(=O)Nc2ccc3c(c2)OCO3)O1	3.6	-64.6	1.1	-1.6&-3.6
O=C(O)C[C@H]1CC[C@H](NC(=O)c2ccccc2F)[C@H](CO)O1	1.7	/	-2.3	-2.9
C[C@@H]1CN([C@@H](C)CO)C(=O)c2cc(C#CCc3ccccc3)cnc2O[C@@H]1CN(C)Cc1ccc(C(=O)O)cc1	-2.4	/	-15.5	-1.4
C[C@@H]1CN([C@H](C)CO)C(=O)c2cc(NS(=O)(=O)c3ccc(Cl)cc3)ccc2O[C@@H](C)CCCCO[C@@H]1CN(C)C(=O)Cc1ccccc1	0.2	84.5	-62.8	4.3
C[C@@H]1CCCCO[C@@H](CN(C)S(=O)(=O)c2cn(C)cn2)[C@@H](C)CN([C@H](C)CO)C(=O)c2cc(NC(=O)Nc3ccc4c(c3)OCO4)ccc2O1	1.3	34.7	39.0	4.9
COc1ccc(NC(=O)Nc2ccc3c(c2)C(=O)N([C@@H](C)CO)C[C@H](C)[C@H](CN(C)C(=O)NC2CCCCC2)OCCCC[C@@H](C)O3)cc1	-6.5	31.5	-46.5	4.0
C[C@@H]1CN([C@H](C)CO)C(=O)c2cc(C#CCN(C)C)cnc2O[C@@H]1CN(C)Cc1ccc(C(=O)O)cc1	6.7	104.9*	-1.5	-0.2

Sorted by the number under KDM4C inh (falling): 3 from the list above.
| Structure | KDM4C inh |
| --- | --- |
| O=C(Cc1ccncc1)N1CC(=O)N2[C@@H](CO)[C@H](c3ccc(C4=CCCC4)cc3)[C@@H]2C1 | 1.0 |
| C[C@@H]1CCCCO[C@@H](CN(C)CC2CC2)[C@@H](C)CN([C@@H](C)CO)C(=O)c2cc(NS(=O)(=O)c3cccs3)ccc2O1 | -0.9 |
| O=C(C[C@H]1C=C[C@H](NC(=O)c2ccccn2)[C@H](CO)O1)NCc1cccc(F)c1 | -1.5 |

Next part:
canonical_smiles	KDM4C inh	Tcruzi prolif	Pf Dd2 inh	C diff HTS
C[C@@H]1CN([C@H](C)CO)C(=O)c2cccc(NC(=O)C3CCCCC3)c2O[C@@H]1CN(C)Cc1ccc(Oc2ccccc2)cc1	-4.3	28.1	-51.5	/
CCC(=O)N1[C@@H](CO)[C@@H](c2ccccc2)C12CN(Cc1ccccc1Cl)C2	-1.4	/	-17.9	6.7
O=C(N[C@@H]1C=C[C@H](CC(=O)N2CCC(Cc3ccccc3)CC2)O[C@H]1CO)c1cnccn1	-0.9	45.2	-0.6	-0.6
COCC(=O)N(C)C[C@H]1Oc2cc(C#Cc3cccnc3)ccc2S(=O)(=O)N([C@@H](C)CO)C[C@@H]1C	-0.6	/	13.8	0.8
